From PubChem
TrxR1 substrate: qHTS Assay for Substrates of Mammalian Selenoprotein Thioredoxin Reductase 1 (TrxR1): qHTS. purified TrxR1 substrate turnover, NADPH consumption readout. Thioredoxin reductase 1, cytoplasmic (Rattus norvegicus), O89049. AID 588456, 2011. 390,000 tested, 0.01% active. Potency, µM (highest dose often 114 µM), for the others: at the top dose activity change, negative = substrate turnover; also: potency is read from the fitted curve at half-maximal effect; % is scaled to controls: 0 for no effect and ±100 for the full control effect; nearly all actives have a fitted effect of over 50% in size
Target sequence (O89049 whole entry, looked up): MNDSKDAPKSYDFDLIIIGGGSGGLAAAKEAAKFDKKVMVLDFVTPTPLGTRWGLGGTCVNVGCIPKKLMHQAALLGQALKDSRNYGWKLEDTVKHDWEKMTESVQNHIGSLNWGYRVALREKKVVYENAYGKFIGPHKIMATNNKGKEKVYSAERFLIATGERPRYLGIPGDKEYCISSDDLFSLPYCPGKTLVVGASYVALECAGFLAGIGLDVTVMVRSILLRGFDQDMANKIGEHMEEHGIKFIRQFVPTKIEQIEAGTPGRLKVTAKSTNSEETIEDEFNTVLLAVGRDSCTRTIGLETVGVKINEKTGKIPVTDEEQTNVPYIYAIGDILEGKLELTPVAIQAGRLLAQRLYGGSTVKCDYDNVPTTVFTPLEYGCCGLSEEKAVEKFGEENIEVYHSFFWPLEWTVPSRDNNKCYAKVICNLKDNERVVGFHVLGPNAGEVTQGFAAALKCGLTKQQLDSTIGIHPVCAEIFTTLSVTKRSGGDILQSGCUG
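Rat TrxR1, dispensed at 90 nM, was prereduced with 400 uM NADPH (final) for 5 min at ~22 deg C, then incubated with compound 15 min before 400 uM selenite. A first-read NADPH fluorescence drop versus no-compound background flagged substrates.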
Glioma ERSR ind: qHTS for Inducers of the Endoplasmic Reticulum Stress Response (ERSR) in Human Glioma: qHTS; AID 602332, 2012; U87-MG GRP78 promoter luciferase reporter, 16 h; 420,000 tested, 0.02% active; Potency, µM, for the others: at the top dose activation, actives largely listed as activators; also: potency is read from the fitted curve at half-maximal effect; series mostly up to about 76 µM; % of control where 0% means no effect; nearly all actives have a fitted effect of over 35% in size
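Stably transfected U87-MG human glioma cells carrying a GRP78-based luminescent sensor were seeded at 1000 cells/well, pin-dosed with compounds and incubated 16 h. Luciferase reagent was then added, and end-point luminescence was read after 10 min at room temperature.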
PI4K2A inh: qHTS for small molecular inhibitors of PI4K2A | Phosphatidylinositol 4-kinase type 2-alpha (Homo sapiens), Q9BTU6 | purified PI4K2A, ADP-Glo luminescence, 1 h; active compounds read low | activity change, negative = inhibition, % at 76.9 µM | 420,000 tested, 0.13% active; in the data active = activity change below about -50%; inconclusive = mostly about -30% to -49%;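 also: -100% = wells without enzyme as full effect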
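Compounds are screened against recombinant PI4K2A using PI as substrate and ATP, the latter dispensed at 300 microM. Reactions run one hour at ambient temperature before ADP-Glo detection; full inhibition defined by wells lacking enzyme.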
USP1 inh: Inhibitors of USP1/UAF1: Primary Screen; Ubiquitin carboxyl-terminal hydrolase 1 (Homo sapiens), O94782; AID 743255, 2014; Potency, µM (top dose mostly 57.1 µM), for the others: top-dose activity change, negative = inhibition, actives largely listed as inhibitors; 390,000 tested, 0.23% active; recombinant USP1/UAF1, Ub-Rhodamine cleavage fluorescence; also: potency is read from the fitted curve at half-maximal effect; % is scaled to controls: 0 for no effect and ±100 for the full control effect; nearly all actives have a fitted effect of over 60% in size; inactives centre near -12
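In this screen, compounds sit with the deubiquitinase complex (1nM) for 15 min at room temperature before Ub-Rho is added at 150nM final. Fluorescence rise is then followed for 6 reads every 60 seconds.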
IDH1 R132H inh: qHTS for Inhibitors of mutant isocitrate dehydrogenase 1 (IDH1): qHTS; 390,000 tested, 0.093% active; Potency, µM (series often up to 76.6 µM), for the others: top-dose activity change, negative = inhibition, hits mostly inhibitors; Isocitrate dehydrogenase [NADP] cytoplasmic (Homo sapiens), O75874; IDH1-R132H enzyme, NADPH consumption, diaphorase/resazurin fluorescence; AID 602179, 2012; also: potency is read from the fitted curve at half-maximal effect; % is scaled to controls: 0 for no effect and ±100 for the full control effect; nearly all actives have a fitted effect of over 65% in size
Target sequence (O75874 whole entry R132H, stated change not applied): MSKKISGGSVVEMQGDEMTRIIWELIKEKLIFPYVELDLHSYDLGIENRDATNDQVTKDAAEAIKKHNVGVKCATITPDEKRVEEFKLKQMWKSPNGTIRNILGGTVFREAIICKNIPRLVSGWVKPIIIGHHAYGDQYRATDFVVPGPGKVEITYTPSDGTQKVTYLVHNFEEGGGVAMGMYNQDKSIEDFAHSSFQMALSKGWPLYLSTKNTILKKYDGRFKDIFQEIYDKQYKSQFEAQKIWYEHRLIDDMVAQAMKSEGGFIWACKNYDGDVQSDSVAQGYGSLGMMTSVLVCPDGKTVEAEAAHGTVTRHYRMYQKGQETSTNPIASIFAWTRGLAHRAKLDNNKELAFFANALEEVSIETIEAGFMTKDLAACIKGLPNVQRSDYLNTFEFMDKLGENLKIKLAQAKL
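IDH1-R132H (0.5 ug/mL dispensed) in pH 7.5 Tris buffer was preincubated 30 min with compound, then given a substrate mix of 0.016 mM NADPH and 2 mM alpha-KG for 80 min at room temperature; remaining NADPH was read by diaphorase/resazurin fluorescence.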
Vif-APOBEC3F blk: qHTS for Inhibitors of Vif-A3F Interactions: qHTS; HeLa A3F-eYFP + Vif (tagged APOBEC3F with the HIV-1 protein that degrades it), YFP fluorescence increase; Potency, µM (titrated, usually from 46.1 µM), inactives show at the highest dose activity, negative = active; 390,000 tested, 0.2% active; also: potency is read from the fitted curve at half-maximal effect; % of control where 0% means no effect; nearly all actives have a fitted effect of over 65% in size
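Fluorescence increase (Ex 488/Em 500-530) after overnight compound treatment at 37 deg C flags inhibition of Vif-driven A3F-eYFP loss in stable HeLa A3F-eYFP/Vif cells seeded overnight beforehand.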
RXFP1 ag: qHTS Assay for Agonists of the Relaxin Receptor RXFP1; HEK293T-RXFP1 cAMP TR-FRET, 30 min; response scale: percent of porcine relaxin response, buffer zero; 370,000 tested, 0.3% active; AID 2676, 2010; Potency, µM (top dose mostly 57.5 µM), without a hit: at the top dose activation, most hits filed as activators; Relaxin receptor 1 (Homo sapiens), Q9HBX9; also: potency is read from the fitted curve at half-maximal effect; % is scaled to controls: 0 for no effect and ±100 for the full control effect; nearly all actives have a fitted effect of over 60% in size; many of its hits are not listed in these tables
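cAMP rise read by TR-FRET after 30 min, 37C compound exposure (up to 58 uM) in RXFP1-transfected HEK293 cells with Ro 20174 present. EC50 from Hill-equation fits, with 29 nM porcine relaxin as 100% and buffer as basal.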
Vif-APOBEC3G blk: qHTS for Inhibitors of Vif-A3G Interactions: qHTS | DNA dC->dU-editing enzyme APOBEC-3G (Homo sapiens), Q9HC16 | HeLa A3G-eYFP + Vif (tagged APOBEC3G with the HIV-1 protein that degrades it), YFP fluorescence, overnight | Potency, µM (top dose mostly 46.1 µM), without a hit: at the top dose activity, negative = active, hits mostly inhibitors | 410,000 tested, 0.076% active | AID 602310, 2012;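 also: potency is read from the fitted curve at half-maximal effect; % is scaled to controls: 0 for no effect and ±100 for the full control effect; nearly all actives have a fitted effect of over 60% in size; hits raise eYFP signal because A3G escapes Vif-driven loss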
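HeLa cells stably expressing Vif and C-terminally eYFP-tagged A3G, seeded overnight at 37 deg C, then exposed to compound by pintool overnight at 37 deg C. Rise in yellow fluorescence (Ex 488/Em 500-530, Acumen) marks blocked Vif-driven A3G degradation.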
LDHA inh: qHTS assay for inhibitors of human lactate dehydrogenase. L-lactate dehydrogenase A chain (Homo sapiens), P00338. purified LDHA, NADH/diaphorase-resazurin fluorescence; active compounds read low. activity change, % (values are at about 110 or 230 µM). 480,000 tested, 0.15% active. AID 1347041, 2019; in the data active = activity change below about -30%; inconclusive = mostly about -25% to -30%;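 also: plate controls were DMSO wells for no effect and wells without enzyme for full effect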
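Resorufin fluorescence (ex540/em590), read at 0 and 20 min after diaphorase/resazurin addition, reports the NADH left after a 5 min room-temperature reaction of 2 nM human LDH5 with 0.06 mM NADH and 0.2 mM pyruvate.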
The depositor's hits bear a star; ? = inconclusive; nt = not tested or not shown; & = joins results of further samples; [ ] = dose if it differs, or a comment. Unless noted, calls follow the shape of the dose curve; as a rule, active = well fitted curve in the direction sought with a large enough effect; inconclusive = small, poorly fitted or top-dose-only effect, or another doubt; inactive = no such curve, though single readings can be large; an effect the other way counts as inactive or inconclusive.

SMILES	TrxR1 substrate	Glioma ERSR ind	PI4K2A inh	USP1 inh	IDH1 R132H inh	Vif-APOBEC3F blk	RXFP1 ag	Vif-APOBEC3G blk	LDHA inh
O=C(NC1CCCC1)C(c1ccncc1)N(Cc1ccco1)C(=O)c1ccc(-c2ccccc2)[nH]1 (configuration not stated)	3%[57.1 µM]	-10%	2	-25%	-8%	13%	1.6%	?	-8
COC(=O)C1CCN(S(=O)(=O)c2c(C)n(C)c(=O)n(C)c2=O)CC1	11%[57.1 µM]	-2%	1	?	-1%	-1%	0.6%	-2%	-4
CCCc1nnc2n1N=C(c1ccc([N+](=O)[O-])cc1)CS2	-21%[57.1 µM]	-10%	-4	-8%	3%	-3%	4.5%	2%	0
O=C(c1cccc(F)c1)N1CCc2ccccc21	7%	0%	-1	-1%	1%	2%	1.6%	-1%	-7
Nc1ncn([C@H]2C[C@H](O)[C@@H](CO)O2)c(=O)n1	2%	-3%	3&1	5%	5%	5%	1.3%	2%	-7
CC(=O)C1C(c2ccc(F)cc2)C2C(C)=NN=C2CC1(C)O (configuration not stated)	15%[57.1 µM]	-1%	0	-9%	10%	7%	-5.1%	-4%	-13
COc1ccc(Br)cc1/C=C/C(=O)c1ccc(NC(C)=O)cc1	-3%	-14%	-3	-2%	-5%	2%	1.3%	?	2
Cc1cc(C)cc(-n2nnnc2-c2cn(C)nc2C(F)(F)F)c1	-1%	-1%	-4	-12%	3%	-8%	1.8%	-1%	-5
Cc1cnc(NC(=O)c2ccc3c(c2)C(=O)N(Cc2cccnc2)C3=O)s1	-10%	4%	-3	-20%	10%	0%	2.9%	1%	1
O=C(Cn1cccc1C(=O)c1ccccc1)NCCc1ccc(Cl)cc1	-1%	-5%	-2	-26%	-2%	4%	7.8%	-5%	-14
Cc1cc(C)c(NC(=O)CN(C)S(=O)(=O)c2ccc3c(c2)c(=O)n(C)c(=O)n3C)c(C)c1	9%	0%	-4	-4%	3%	0%	3.3%	-1%	-7
O=C1CN(C(=O)c2ccccc2F)c2ccccc2N1	-7%	0%	0	5%	3%	8%	0.0%	1%	0
O=C(CC(=O)N1CCOCC1)N1CCOCC1	9%[57.1 µM]	-3%	0	?	4%	-2%	nt	2%	-11
Cc1ccc(SCc2ccc(C(=O)NCc3ccncc3)cc2)cc1	4%	-1%	1	-15%	8%	-1%	-0.6%	3%	-4
CC(=O)Nc1ccc(/C(C)=N/NS(=O)(=O)c2ccccc2)cc1	-9%	4%	-3	-10%	1%	-3%	2.2%	-3%	1
CC1Cc2ccccc2N1C(=O)Cn1nc(C(=O)O)c2ccccc2c1=O (configuration not stated)	-13%	-4%	9	-1%	7%	1%	-0.7%	2%	-4
CCOC(=O)CC1=C(C#N)C(c2cccnc2)C(C(=O)OCC)=C(N)O1 (configuration not stated)	-3%	-8%	2	-18%	-7%	-5%	-0.4%	0%	-6
CC12CCC(C(=O)OC3CCCCC3)(OC1=O)C2(C)C (configuration not stated)	2%	-4%	11	-8%	-6%	-7%	-3.1%	4%	-2
CNc1nc(N)c(C(=O)Nc2cc(C)on2)s1	-8%	-1%	-4	-9%	3%	0%	-6.5%	-7%	-2
CC(=O)Nc1ccc(NC(=O)CN2CCCC(C)C2)c(Cl)c1 (configuration not stated)	4%	5%	0	-11%	-1%	0%	1.0%	-2%	-1
O=C(NCc1ccco1)c1c(Cl)cccc1Cl	nt	-3%	-3	8%	3%	-11%	nt	1%	-11
CC1=Nc2ccccc2/C1=C/c1c(N)n2c(S(=O)(=O)C(C)C)nsc2nc1=O	0%[57.1 µM]	-3%	0	?	-4%	-1%	0.0%	-11%	-25
CC(C)CC(C(=O)Nc1cccc(O)c1)N1C(=O)c2ccccc2C1=O (configuration not stated)	-11%	0%	7	-8%	1%	-4%	-0.1%	-4%	-3
O=C(Nc1ccnn1C1CCN(CCCc2ccccc2)CC1)c1ccccc1	-9%	-1%	0	2%	15%	2%	-0.9%	-6%	1
COc1ccc(C(=O)Cn2cnc3ccccc3c2=O)cc1	3%	-1%	3	-17%	5%	0%	0.3%	4%	1
Remaining list, next part:
SMILES	TrxR1 substrate	Glioma ERSR ind	PI4K2A inh	USP1 inh	IDH1 R132H inh	Vif-APOBEC3F blk	RXFP1 ag	Vif-APOBEC3G blk	LDHA inh
CCN1CCN(c2cc(C)c3cc(NC(=O)c4cccc(Cl)c4)ccc3n2)CC1	-4%	1%	5	-19%	7%	-12%	1.4%	2%	2
O=C(NC1CCCC1)c1ccc(Br)o1	-7%	2%	8	-17%	0%	5%	1.1%	1%	1
COc1cc(/C=C(\C#N)c2nc(-c3cc4ccccc4oc3=O)cs2)ccc1O	-6%	-1%	-4	5%	-3%	?	1.1%	1%	-13
COc1cccc(OC)c1C(=O)NC(=S)Nc1ccc2c(c1)OCCO2	-5%	-5%	-24	-6%	0%	-4%	-0.8%	-3%	-5
CN(C(=O)c1cc([N+](=O)[O-])ccc1N1CCCC1)C1CCCCC1	-10%	-2%	-2	-14%	0%	3%	5.1%	0%	-3
COc1cc(C(=O)Nc2cc(C(F)(F)F)ccc2N2CCOCC2)ccc1OCC(=O)N1CCOCC1	-7%	-2%	1	-21%	4%	-2%	0.5%	-10%	-6
O=C(NCc1cccnc1)C(=O)NCC(c1ccco1)N1CCOCC1 (configuration not stated)	5%	-3%	-22	-26%	-12%	-3%	1.2%	0%	-4
O=c1oc2ccccc2cc1-c1csc(Nc2ccc(O)cc2)n1	6%[57.1 µM]	-4%	1	-17%	3%	-8%	1.7%	?	-1
CC(C)OCCCNC(=O)c1ccc2c(c1)S(=O)(=O)c1ccccc1C2=O	-2%	-3%	-9	-1%	6%	4%	-1.9%	-3%	-1
CN(C)CCNC(=S)Nc1ccc(Cl)cc1Cl	5%	0%	0	-25%	-4%	-5%	-0.7%	-1%	-3
Cc1ccc(-c2nnc(N3CCOCC3)c3ccccc23)cc1S(=O)(=O)NCC1CCCO1 (configuration not stated)	-4%	-6%	11	-15%	6%	-6%	5.6%	-4%	-1
Cc1ccc(C)c(N2CCN(C(=O)Cn3c(=O)oc4cc(S(=O)(=O)N5CCCC5)ccc43)CC2)c1	3%	0%	1	-18%	-7%	-10%	0.0%	4%	-7
COCCn1c(SCC(=O)Nc2cc(C)on2)nc2ccccc21	10%[57.1 µM]	-1%	-3	-14%	15%	-1%	1.0%	2%	-10
COc1cc(CNC(=O)c2ccc(NC(=O)N3CCCCc4ccccc43)cc2)cc(OC)c1OC	0%[57.1 µM]	-1%	-13	-20%	3%	0%	-0.7%	-1%	0
COCCCN1C(=O)C(CC(=O)NCCN2CCOCC2)CC(C(=O)N(C)C)=C1C (configuration not stated)	nt	-2%	-3	nt	nt	nt	nt	1%	-4
COc1ccc(OCc2cc(C(=O)N(C)Cc3cc(C4CC4)n[nH]3)no2)c(Cl)c1	2%	4%	-4	-22%	4%	2%	-1.1%	0%	4
COc1ccc([N+](=O)[O-])cc1NC(=O)C(C)N1CCCC1 (configuration not stated)	1%	-2%	2	-4%	-1%	-15%	2.3%	0%	-3
NC(=O)C1CCCN(C(=S)Nc2ccccc2)C1 (configuration not stated)	0%	-1%	-1	-21%	2%	0%	0.1%	2%	-3

Among those listed so far, these contain a furan ring, fused or not.
SMILES	TrxR1 substrate	Glioma ERSR ind	PI4K2A inh	USP1 inh	IDH1 R132H inh	Vif-APOBEC3F blk	RXFP1 ag	Vif-APOBEC3G blk	LDHA inh
O=C(NC1CCCC1)C(c1ccncc1)N(Cc1ccco1)C(=O)c1ccc(-c2ccccc2)[nH]1 (configuration not stated)	3%[57.1 µM]	-10%	2	-25%	-8%	13%	1.6%	?	-8
O=C(NCc1ccco1)c1c(Cl)cccc1Cl	nt	-3%	-3	8%	3%	-11%	nt	1%	-11
O=C(NC1CCCC1)c1ccc(Br)o1	-7%	2%	8	-17%	0%	5%	1.1%	1%	1
O=C(NCc1cccnc1)C(=O)NCC(c1ccco1)N1CCOCC1 (configuration not stated)	5%	-3%	-22	-26%	-12%	-3%	1.2%	0%	-4

Not all compounds are listed; the hit share may differ from the screen's.
